Compound activity (PubChem)
hcGAS lum: Primary biochemical luminescence assay for human cyclic GMP-AMP synthase inhibitors; inhibition, % at 12.5 µM; actives 0.081% (n = 290,000); recombinant h-cGAS, ATP depletion, Kinase-Glo luminescence; Q8N884; AID 1259398, 2018;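 also: 0% = vehicle reaction and 100% = reaction without DNA for no activity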
Target sequence (Q8N884 whole entry, looked up): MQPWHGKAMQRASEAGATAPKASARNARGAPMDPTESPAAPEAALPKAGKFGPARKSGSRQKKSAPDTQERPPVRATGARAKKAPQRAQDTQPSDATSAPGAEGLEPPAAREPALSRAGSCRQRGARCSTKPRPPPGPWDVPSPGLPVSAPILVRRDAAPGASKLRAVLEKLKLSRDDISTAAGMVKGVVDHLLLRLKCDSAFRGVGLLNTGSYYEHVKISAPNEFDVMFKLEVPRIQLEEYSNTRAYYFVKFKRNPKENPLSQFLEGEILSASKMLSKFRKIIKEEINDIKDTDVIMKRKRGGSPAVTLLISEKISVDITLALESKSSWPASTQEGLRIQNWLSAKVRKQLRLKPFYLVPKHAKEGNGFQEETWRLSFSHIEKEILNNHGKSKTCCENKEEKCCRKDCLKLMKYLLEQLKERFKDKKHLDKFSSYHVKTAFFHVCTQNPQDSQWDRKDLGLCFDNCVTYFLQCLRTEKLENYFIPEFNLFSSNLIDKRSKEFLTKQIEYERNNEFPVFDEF
mcGAS lum: cyclic GMP-AMP synthase inhibitors, mouse, primary biochemical chemiluminescence. Q8C6L5. recombinant cGAS, Kinase-Glo ATP depletion luminescence. inhibition, % at 12.5 µM. actives 0.15% (n = 160,000);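 also: 0% = negative control wells and 100% = reference inhibitor with no enzyme activity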
NPYLR7 ag: agonists of mosquito NPYLR7 receptor, primary screen, cell-based, Aedes aegypti, calcium fluorescence, mosquito biting behavior; AID 1259423, 2018; activation, % at 10 µM; actives 0.15% (n = 270,000); HEK293T NPYLR7/Galpha15, GCaMP6s calcium fluorescence; in the data active = activation above about 40%;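 also: 0% = vehicle and 100% = reference agonist at the receptor; some compounds past the cut are filed as inactive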
An asterisk follows results filed as active; . = not tested or not shown; & = joins results of further samples. Rule as the data show it, unless noted: active = inhibition above about 40%; inactive = the rest. Rows were taken by chance. Share with any hit: about 0.29%.

SMILES	hcGAS lum	mcGAS lum	NPYLR7 ag
CCN(CC)C(=O)C(C)NC(=O)c1cc(-c2cccn2C)on1 (stereo not drawn)	-6	-4	.
CCc1nn(-c2ccc(C)cc2)c(CC)c1C(=O)N1CCN(CC)CC1	-3	-4	17
CCOc1ccccc1C(=O)Nc1ccc(N2CCN(C(=O)c3cccc(C)c3C)CC2)nc1	-8	-9	27
COCc1nn2c3c(cnc2c1-c1ccccc1)C(=O)CCC3	-6	.	3
CC[C@H](C)C(=O)N1CCCC1c1nnc2c(C(F)(F)F)cccn12 (stereo partly drawn)	-3	-3	-7
CCc1cc2c(=O)c(-c3ccc(OC)cc3)coc2cc1O	-8	-5	-10
CCN(CC)CCn1c(=O)n(C)c(=O)c2[nH]cnc21	-3	.	3
CCCCC(=O)N1CCN(c2cnn(-c3ccccc3)c(=O)c2Cl)CC1	-19	-5	11
COc1cccc(C2c3[nH]c4ccccc4c3CCN2C(=O)c2ccsc2)c1OC (stereo not drawn)	0&2	-10	-6&6
CCOC(=O)c1ccc2c(c1)nc(SCc1ccc(Cl)c(Cl)c1)n2CCc1ccc(OC)cc1	-6	-5	2
CN(C)c1ccc(C2=NOC(CN(Cc3cccc(C(F)(F)F)c3)C(=O)c3cccs3)C2)cc1 (stereo not drawn)	-1	-7	5
CC1=C(C(=O)N2CCN(C3CCCCC3)CC2)C2(CCCCC2)OC1=O	-6	-6	10
Cn1c(N)c(S(=O)(=O)N2CCc3ccccc3C2)c(=O)n(C)c1=O	-5	-8	4
Cc1cc(NC(=O)CSc2nnnn2C2CC2)ccc1N1CCCC1	-7	-8	1
COc1cc(NCc2ccccc2CN(C)C)ncn1	-6	-16	2
O=C(Nc1c(F)c(F)c(F)c(F)c1F)N[C@@H](Cc1ccccc1)C(=O)N1CCC(C(=O)N2CCCCC2)CC1	-8	-8	2
O=C(NC1CC1)c1cc2n(n1)CCN(C(=O)c1cccc3c1NCCC3)C2	-8	-12	2
CC(C)(C)c1cc2nc(C(=O)NCCc3ccccn3)cc(-c3ccccc3F)n2n1	-4	-5	2
O=C(Cc1ccccc1F)Nc1ccc2c(c1)CN(C(=O)CC1=CCCCC1)CC2	3&-6	-13	-2&8
NC(=S)NN=CC(Cl)=C(Cl)C(=O)O	-3	.	-6
CCOC(=O)Cn1c(=O)c2c(nc3n2CCCN3c2ccc(Br)cc2)n(C)c1=O	0	.	12
O=CNc1ccc(C(=O)NC(c2ccccc2)C2CCOCC2)cc1 (stereo not drawn)	-7	-11	3
COc1ccc(NC2CS(=O)(=O)CC2O)cc1 (stereo not drawn)	2&-3	-3	-3&-1
CC(C)CN1CCn2nc(CNC(=O)C3CSC(C)(C)C(=O)N3)cc2C1 (stereo not drawn)	-6	-5	.
CC(C)(C)C(=O)Nc1ccc(NC(=O)c2cnc[nH]2)cc1Cl	-7	-11	-1
Cc1cccc(-n2c(SCC(=O)N3CCC(C)CC3)nnc2-c2cccs2)c1	-8	-6	-4
CN(C)c1ccc(/C=N\NC(=O)c2cc(=O)[nH]c3ccccc23)cc1	-2	-4	-3
Fc1cccc2c1NC(c1ccccn1)C1CC=CC21 (stereo not drawn)	-6	.	6
O=C(NCc1nc(-c2ccccc2)n[nH]1)c1cn(CC2CCCNC2)nn1 (stereo not drawn)	1	.	1
Cc1ccc(O)c([C@H](CCN(C(C)C)C(C)C)c2ccccc2)c1	-5	.	-13
CC(=O)N1c2ccccc2C(c2ccccc2)(c2ccccc2)OC1C (stereo not drawn)	-6	.	0
O=C(COc1ccccc1)Nc1ccc(N2CCCC2)cc1	-8	.	8
Cc1cc(C)n(CCCC(=O)N[C@@H]2C[C@@H](CO)N(C)C2)n1	-8	.	1
COc1cccc(Cc2nc3c(c(N4CCOCC4)n2)CN(C(=O)c2ccc([N+](=O)[O-])cc2Cl)CC3)c1	-13	-6	.
COc1cc(C(=O)N2CCC(c3cc(C(C)C)n[nH]3)CC2)nc(OC)n1	-1	.	5
CCCS(=O)(=O)N1CCCN(c2nc3ccccc3nc2C(=O)OCC)CC1	-8	-4	10
Cc1ccc(NC2CCN(C(=O)Nc3ccccc3C)CC2)cc1	0	.	-32
COC(=O)C(C)Sc1nc2c([nH]c3ccccc32)c(=O)n1-c1ccc(F)cc1 (stereo not drawn)	-6	-7	0
CCOCCCn1c(C)cn2c3c(=O)[nH]c(=O)n(C)c3nc12	-7	.	11
O=C(C1C=CCN1)N1CCC(Cc2nnc(CO)n2-c2ccccc2)CC1 (stereo not drawn)	-7&-3	.	14&-2
CCOc1cc(/C=C2/SC(=Nc3ccccc3)NC2=O)ccc1O	-2	.	0
CCOc1cc(C(=O)N2CCOC(COCc3cccc(C(F)(F)F)c3)C2)ccc1OC (stereo not drawn)	3	-1	-4
CCCN(Cc1c(-c2ccccc2)noc1N1CCOCC1)CC(O)COCC(C)C (stereo not drawn)	-1	-3	-4
Cc1cc(NC(=O)/C=C/c2ccc(OCC#N)cc2)ccn1	5	6	0
CCOC(=O)CNc1c(-c2cccc(F)c2)nc2ccc(Cl)cn12	-7	-8	2
O=c1oc2ccc(Br)cc2cc1-c1csc(NNc2ccccc2)n1	0	.	-2
O=S(=O)(c1ccc(F)cc1)N1CCCC(OCc2ccccc2Cl)C1 (stereo not drawn)	-2	0	-7
Cc1cc(C)c(CN2C(=O)NC(C)(c3ccc(S(C)(=O)=O)cc3)C2=O)c(C)c1 (stereo not drawn)	-8	.	4
COCC(c1ccccn1)N(C)CC(=O)Nc1ccc(C)c(C)c1 (stereo not drawn)	-7	-11	2
Cc1ccc(N2CCN(c3cc(Oc4cccc(Cl)c4)ncn3)CC2)cc1	-2	-5	.

Record cards (already shown):
`COc1cc(NCc2ccccc2CN(C)C)ncn1` is listed as hcGAS lum: -6; mcGAS lum: -16; NPYLR7 ag: 2
`CCc1cc2c(=O)c(-c3ccc(OC)cc3)coc2cc1O` is listed as hcGAS lum: -8; mcGAS lum: -5; NPYLR7 ag: -10

Next part:
SMILES	hcGAS lum	mcGAS lum	NPYLR7 ag
Cc1nccn1-c1cc(NCCNC(=O)/C=C/c2ccccc2)ncn1	5	-1	-20
CCCn1c(N)c(C(=O)CSc2nnc(C3CC3)n2C2CC2)c(=O)n(C)c1=O	0	-4	4
COc1ccc(-c2nc3cc(C)ccn3c2NC(=O)c2ccc(Cl)c(Cl)c2)cc1	-3	-6	-8
COc1ccc(-n2nnnc2CNC(=O)CCCc2ccccc2)cc1	-3	-8	19
Cc1ccc(NC(=O)CCN2CC3=C(C2=O)C(c2ccccc2Cl)NC(=O)N3C)cc1C (stereo not drawn)	-6	-4	0
CC(=O)C1=C(c2ccc3c(c2)CCCC3)N(C(C)=O)n2c(nnc2-c2ccccc2)S1	-9	.	7
CN1NC(c2ccccc2)C2C(=O)N(Cc3ccccc3)C(=O)C21 (stereo not drawn)	-6	-9	-11
CN1CCN(C)C2(CCN(C(=O)c3ccc4cccnc4c3O)CC2)C1	-5	-10	14
Cc1ccc(Cl)cc1N1CCN(CC(=O)NC(=O)NCc2ccccc2)CC1	-4	.	6
Cc1cc(C(=O)N2CCCC(CCC(=O)N(C)CCc3ccccn3)C2)c(C)o1 (stereo not drawn)	-6	.	24
CC(C)Oc1ccc(S(=O)(=O)N2CCCCC2)cc1NCc1cccc(S(=O)(=O)N(C)C)c1	-8	.	1
COc1ccc(S(=O)(=O)N2CCc3ccccc3C2)cc1N1CCN(S(=O)(=O)c2c(C)cc(C)cc2C)CC1	6	0	9
COc1cccc2cc(-c3nnc(-c4ccc(Cl)cc4)o3)c(=O)oc12	2	-6	24
COc1ccc(-c2cnc3ncnn3c2N2CCN(C(=O)NCCc3ccccc3)CC2)cc1	-4	-8	15
O=C(NCCCC(=O)N1CCC2(CC1)C(=O)NCN2c1ccccc1)OCc1ccccc1	-9	.	-9
Cc1cc(S(=O)(=O)NCCCN2CCOCC2)c(C)cc1Cl	-4	-5	3
COc1ccccc1N1CCN(c2ccc(N)cc2C(=O)NCCc2ccccc2)CC1	-7	.	15
CCC(CC)(CNC(=O)CSCC(N)=O)c1ccc(Cl)cc1	-10	-14	-2
O=C(CCN1CCCO1)N1CCOc2c(O)cc(-c3cccnc3)cc2C1	-8	.	2
Cc1noc(C(C)N(C)C(=O)c2coc(COc3cccc(F)c3F)n2)n1 (stereo not drawn)	-6	-18	0
CC(CN1CCN(c2ccccc2)CC1)NC(=O)NCC(C)(C)O (stereo not drawn)	-4	.	8
CC=CCn1c(=O)c2c(nc3n2CCN3c2cc(C)ccc2OC)n(C)c1=O	-4	-7	-3
O=C(Nc1cccnc1N1CCCC1)c1cccc(C(F)(F)F)c1	-4	.	5
COc1cccc(C(=O)N2CCCC(CO)(CCc3ccccc3)C2)c1 (stereo not drawn)	-10	.	8
CCn1cc(C(CC(=O)N(CCC#N)Cc2cccnc2)c2ccc3c(c2)OCO3)c2ccccc21 (stereo not drawn)	3	-1	13
CC(=O)Nc1ccc(S(=O)(=O)Nc2nn(Cc3ccc(Cl)cc3)cc2Br)cc1	-1	.	-5
CC1CCCCN1C(=O)CN1C(=O)NC(C)(c2ccc(Cl)cc2Cl)C1=O (stereo not drawn)	0	.	0
O=C(Nc1cccc(N2CCCC2=O)c1)c1cc(F)ccc1F	-15	.	1
Cc1ccc(-c2cn[nH]c2C2CCCN(C(=O)c3c[nH]c(=O)cn3)C2)cc1 (stereo not drawn)	-4	-9	3
CCCNC(=O)Nc1ccc(Cl)c(C(=O)O)c1	-1	.	0
CN1CSC[C@H]1C(=O)N1CCN(CCn2cncn2)CC1	-8	-5	.
Cc1cn(CCC#N)nc1C=Nc1ccc(O)cc1	24	.	0
O=C(CNC(=O)c1ccccc1F)OCc1cc(Cl)cc2c1OCOC2	-7	.	6
Cc1nc2ccccn2c(=O)c1NC(=O)C1CC1	-16	.	4
Cc1nn2c(NCCOCCO)cc(C(C)(C)C)nc2c1-c1ccccc1Cl	0	-6	1
CC1Oc2ccc(-c3cccc(F)c3)cc2N(Cc2ccc3ccccc3n2)C1=O (stereo not drawn)	7	.	-2
COc1ccc2[nH]c3c(c2c1)CCN(C(=O)COc1ccc(C(C)(C)C)cc1)C3COCc1ccccc1 (stereo not drawn)	-11	-8	10
Cc1cccc(N2CCn3c2nc2c3c(=O)n(CCN3CCCCC3)c(=O)n2C)c1C	3	.	25
CN(Cc1ccc(Br)s1)CN1CC(c2cccc(F)c2)CC1=O (stereo not drawn)	-6	.	-4
Cc1ccc(C)c(Nc2nc(NCCc3ccccc3)nc3nccnc23)c1	-8	.	5
C=CCc1cccc2cc(C(=O)Nc3cccc([N+](=O)[O-])c3)c(=O)oc12	-3	-3	-4
COc1cccc(C(=O)N2CCN(C(C(=O)N3CCSCC3)C3CCCC3)CC2)c1 (stereo not drawn)	-5	-6	-1
O=C(c1cc2ccccc2o1)c1nc2c(n1O)CCCCC2	-6	-6	2
CCCc1c(C)[nH]c2ccc(C(=O)O)cc2c1=S	2	3	-7
CC(C)Oc1nsnc1N1CCOCC1	-10	-5	.
CC(C)CN(CC(=O)N(Cc1cccn1Cc1ccc(Br)cc1)C1CCCCC1)C(=O)C(C)(C)CCl	-14	-7	-4
N=c1sc2c(n1CCCS(=O)(=O)O)CCCC2	-9	-4	4
COc1ccccc1CCNC(=O)C(C1CCCC1)N1CCN(C(=O)Nc2ccccc2)CC1 (stereo not drawn)	-3	-6	-8
CN(C)c1cc(N2CCCC(Cc3ccccc3F)(C(=O)O)C2)ncn1 (stereo not drawn)	-9	.	2
CN(C)c1nc(Nc2ccc(F)cc2)nc(-n2cccn2)n1	-10	.	5

Next part, overlapping the part above by 4 compounds.
SMILES	hcGAS lum	mcGAS lum	NPYLR7 ag
N=c1sc2c(n1CCCS(=O)(=O)O)CCCC2	-9	-4	4
COc1ccccc1CCNC(=O)C(C1CCCC1)N1CCN(C(=O)Nc2ccccc2)CC1 (stereo not drawn)	-3	-6	-8
CN(C)c1cc(N2CCCC(Cc3ccccc3F)(C(=O)O)C2)ncn1 (stereo not drawn)	-9	.	2
CN(C)c1nc(Nc2ccc(F)cc2)nc(-n2cccn2)n1	-10	.	5
Cc1ccccc1Cc1nc2c(c(=O)[nH]1)CN(C(=O)Cc1ccc(F)cc1)CC2	-5	-3	-2
Cc1nc2c(c(=O)[nH]1)CCN(C(=O)Cn1nc3ccccc3n1)C2	-6	.	9
COCCC1(C(=O)NCC2(O)CCN(C)CC2)CCCC1	-5	.	6
CSc1ccc(CN(C)Cn2nc(-c3cccs3)n(C)c2=S)cc1	-5	-6	10
O=C1C2C3c4ccccc4C(c4ccccc43)C2C(=O)N1Nc1ccccc1 (stereo not drawn)	-1	.	-5
CC1(C)CC(O)(C#CC#CC2(O)CC(C)(C)NC(C)(C)C2)CC(C)(C)N1	-13	.	-2
CC(C)(O)C#Cc1ccc(CN2CCCC(CNC(=O)c3ccco3)C2)cc1 (stereo not drawn)	-7	.	8
COc1cn(CC(=O)NC(C)(C)C)c(CSc2ncccn2)cc1=O	-7	-8	-3
